Bim-Bfl-1 = inhibitors of Bim-Bfl-1 interaction, human; inhibition, % at 10 µM; Q16548; Bead-based flow cytometry, Bim-Bfl-1 binding inhibition; hit rate 0.12% among 190,000; AID 1008;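 also: 0% = wells without compound plus tracer and 100% = blocker peptide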
Bim-Bcl-2 = human Bim-Bcl-2 interaction inhibition | Bead-based flow cytometry, Bim peptide-Bcl-2 binding | hit rate 0.06% among 190,000 | inhibition, % at 10 µM | AID 950 | P10415; in the data active = inhibition above about 40%; inconclusive = no clear call, values can overlap the other calls;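 also: 0% = no compound wells with probe peptide and 100% = reference peptide inhibitor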
Bim-Bcl-B = human Bim-Bcl-B interaction inhibition; Q9HD36; bead-based flow cytometry, Bim peptide-Bcl-B binding; inhibition, % at 10 µM; hit rate 0.073% among 190,000; AID 951;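 also: 0% = tracer peptide without compound and 100% = reference inhibitor peptide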
Target sequence (Q9HD36 whole entry, looked up): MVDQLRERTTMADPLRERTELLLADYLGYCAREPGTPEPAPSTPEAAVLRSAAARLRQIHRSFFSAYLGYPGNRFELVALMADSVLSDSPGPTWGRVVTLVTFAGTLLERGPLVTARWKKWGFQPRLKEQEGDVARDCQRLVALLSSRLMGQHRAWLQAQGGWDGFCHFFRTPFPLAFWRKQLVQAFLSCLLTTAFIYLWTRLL
Bim-Mcl-1 = human Bim-Mcl-1 interaction inhibition | Bead-based flow cytometry, Bim peptide-Mcl-1 binding | hit rate 0.1% among 190,000 | inhibition, % at 10 µM;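 also: 0% = no compound tracer wells and 100% = peptide blocker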
RGS4-Gao reg = human RGS4-Galphao interaction regulation; hit rate 0.33% among 220,000; binding response (% of control), % at 10 µM; P09471; Multiplexed bead flow cytometry, RGS4-Galphao binding; actives lie on both sides; in the data active = binding response below about 49% or above about 150%; inactive = in between;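 also: fluorescent Galphao activated with aluminum fluoride binding bead-coupled RGS4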
Target sequence (P09471 whole entry, looked up): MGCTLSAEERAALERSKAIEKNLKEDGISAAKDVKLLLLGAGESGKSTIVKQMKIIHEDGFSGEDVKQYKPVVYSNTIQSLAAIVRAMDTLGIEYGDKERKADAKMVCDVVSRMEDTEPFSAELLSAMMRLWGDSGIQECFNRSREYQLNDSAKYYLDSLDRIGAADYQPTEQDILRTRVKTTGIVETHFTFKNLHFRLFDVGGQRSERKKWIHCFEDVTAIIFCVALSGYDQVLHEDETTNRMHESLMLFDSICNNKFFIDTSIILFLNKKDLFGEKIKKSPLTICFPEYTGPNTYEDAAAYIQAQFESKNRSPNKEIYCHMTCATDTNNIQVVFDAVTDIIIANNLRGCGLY
RGS8-Gao = human RGS8-Galphao interaction regulation. P09471. multiplexed bead flow cytometry, RGS8-Galphao binding; actives lie on both sides. response (percent of control binding), % at 10 µM. hit rate 0.34% among 220,000; in the data active = response below about 60% or above about 140%; inactive = in between;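 also: Galphao activated as the GDP aluminium fluoride complex binding bead-coupled RGS8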
Bim-Bcl-W = disrupts Bim peptide binding to human Bcl-W | hit rate 0.02% among 190,000 | Q92843 | bead-based flow cytometry | AID 952 | inhibition, % at 10 µM;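 also: 0% = bound tracer without compound and 100% = peptide blocker; higher means less fluorescent Bim peptide bound to Bcl-W beads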
Target sequence (Q92843 whole entry, looked up): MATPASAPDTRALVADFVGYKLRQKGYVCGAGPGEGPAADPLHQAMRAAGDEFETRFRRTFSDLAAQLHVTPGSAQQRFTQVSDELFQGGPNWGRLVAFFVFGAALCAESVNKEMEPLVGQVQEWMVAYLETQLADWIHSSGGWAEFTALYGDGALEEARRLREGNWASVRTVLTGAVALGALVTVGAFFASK
Mcl1 Bid PPI = disrupts binding of human Mcl-1 to Bid peptide | Q07820 | TR-FRET Mcl-1/Bid-Dy647 peptide binding, 1536-well | inhibition, % at 21.7 µM | hit rate 0.97% among 220,000 | AID 1021;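 active = compounds that cut the binding signal by more than half at the single screening dose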;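 also: His-tagged Mcl-1 with europium anti-His antibody binding Bid BH3 peptide; 0% = Mcl-1 plus peptide wells and 100% = peptide-only wells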
Bim-Bcl-XL = human Bim-Bcl-XL interaction inhibition; Q07817; Bim peptide-Bcl-XL binding, bead flow cytometry, fluorescence; inhibition, % at 10 µM; hit rate 0.04% among 190,000; AID 1007
Target sequence (Q07817 whole entry, looked up): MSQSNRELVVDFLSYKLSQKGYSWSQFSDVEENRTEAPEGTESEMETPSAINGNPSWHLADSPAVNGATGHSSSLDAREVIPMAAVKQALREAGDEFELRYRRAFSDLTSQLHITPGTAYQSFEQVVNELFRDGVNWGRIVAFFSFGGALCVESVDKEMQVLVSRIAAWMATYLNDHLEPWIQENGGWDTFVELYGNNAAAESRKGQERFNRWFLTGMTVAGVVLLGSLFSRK
Mcl1 Noxa PPI = Mcl-1/Noxa interaction inhibition | TR-FRET Mcl-1/Noxa peptide binding, 2 h | hit rate 1.5% among 220,000 | inhibition, % at 21.7 µM;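 active = compounds that cut the protein-peptide binding signal by more than 50% relative to plate controls in a single-dose test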;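 also: His-tagged Mcl-1 with rhodamine Noxa BH3 peptide and terbium anti-His antibody; 0% = Mcl-1 plus Noxa peptide wells and 100% = peptide-only wells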
RGS7-Gao = modulates binding of RGS7 to human Galphao. hit rate 0.35% among 220,000. P09471. Multiplexed bead flow cytometry; actives lie on both sides. binding response (% of control), % at 10 µM; in the data active = binding response below about 49% or above about 150%; inconclusive = no clear call, values can overlap the other calls; inactive = in between;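 also: fluorescent Galphao held in activated GDP-AlF4 state binding bead-coupled RGS7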
Starred values were filed as active, the others as inactive; ? = inconclusive; · = not tested or not shown. Rule as the data show it, unless noted: active = inhibition above about 40%.

SMILES,Mcl1 Bid PPI,Bim-Bcl-B,Bim-Bcl-2,RGS8-Gao,Mcl1 Noxa PPI,Bim-Bcl-W,RGS7-Gao,Bim-Bfl-1,Bim-Bcl-XL,RGS4-Gao reg,Bim-Mcl-1
CCOC(=O)c1c(C(F)(F)F)cc(-c2ccc(F)cc2)nc1C,1.7,-12.0,-11.0,100.9,13.9,-7.0,100.1,-12.0,-13.0,99.7,-6.0
CCc1nc2nc(C)cc(Nc3cccc(C(F)(F)F)c3)n2n1,9.7,-2.0,0.0,100.3,-3.2,4.0,97.9,-7.0,-13.0,103.0,0.0
CC(C)COc1ccc(C/C(N)=N/n2cnnc2)cc1,-13.3,-4.0,1.0,101.2,4.7,-2.0,100.1,-11.0,-2.0,96.3,-1.0
Cn1c(=O)c2cnc(-c3ccc(C(F)(F)F)cc3)nc2n(C)c1=O,-5.7,·,·,101.8,-1.9,·,?,·,·,100.2,·
COC(=O)Nc1ccc(S(=O)(=O)N(C)C)cc1,-17.5,-2.0,-1.0,102.5,15.9,-1.0,98.3,0.0,1.0,96.1,0.0
O=C(CC1SCCNC1=O)Nc1ccc(Cl)c(Cl)c1 (centres undefined),-15.9,-1.0,1.0,101.4,15.5,0.0,?,-3.0,0.0,103.3,-1.0
COc1ccc(N/N=C2/CCCCC2=O)cc1,-37.3,1.0,2.0,86.8,14.3,11.0,74.1,2.0,0.0,74.7,0.0
O=C(Nc1ccc2c(c1)nc1n2CCOC1)c1ccccc1,-30.1,1.0,0.0,124.1,7.8,0.0,125.9,0.0,1.0,135.0,1.0
O=C(CNC(=O)c1ccccc1F)N/N=C/c1cn[nH]c1-c1ccccc1,4.7,-5.0,-3.0,100.7,10.2,-2.0,107.2,-2.0,-8.0,109.4,-6.0
CCCCCn1c2c(c(=N)c3ccccc31)CCC2,36.7,·,·,102.4,32.3,·,?,·,·,99.8,·
Cc1c(Br)c(C(=O)N2CCc3ccccc32)nn1C,-5.1,-9.0,-8.0,95.3,5.9,-6.0,91.9,-12.0,-4.0,91.6,-6.0
COc1ccc(Br)cc1/C=N/NC(=O)c1cc(Br)ccc1O,-75.2,-3.0,-2.0,98.7,-3.3,0.0,100.3,-4.0,-3.0,101.2,-2.0
Oc1ccccc1CNc1cccc2cccnc12,-38.0,-6.0,1.0,101.1,43.0,0.0,98.1,-2.0,-2.0,101.8,-1.0
Cc1cc(C)cc(-n2c(SCC(=O)Nc3cccc(S(=O)(=O)NC4=NCCCCC4)c3)nc3ccccc3c2=O)c1,-6.7,-4.0,-4.0,105.5,-10.0,-2.0,101.3,-3.0,-2.0,102.8,0.0
COc1cc(S(=O)(=O)NCC2CCCO2)c(OC)cc1Cl (centres undefined),-16.0,-9.0,-5.0,101.1,3.1,0.0,99.5,-16.0,-5.0,100.3,0.0
O=C(NCc1ccco1)C(c1ccccc1F)N(CC1CCCO1)C(=O)Cn1nnc2ccccc21 (centres undefined),-11.7,1.0,0.0,101.1,-15.4,3.0,104.1,0.0,0.0,103.9,0.0
NC(=S)N/N=C\c1c2ccccc2cc2ccccc12,-186.8,-21.0,-7.0,100.0,11.6,-4.0,103.3,-2.0,0.0,100.0,0.0
CC1CC(C)CN(C(=O)CSCC(=O)O)C1 (centres undefined),-12.4,·,·,100.4,-4.7,·,?,·,·,107.8,·
CCN(CC)CCCNC(=S)Nc1ccc(Br)cc1,-39.9,-6.0,0.0,102.2,-15.8,-3.0,101.0,-3.0,-3.0,104.5,0.0
COC(=O)C(C)(C(=O)OC)c1ccc([N+](=O)[O-])cn1,-20.8,-12.0,-10.0,100.9,-3.4,0.0,97.8,-8.0,-6.0,97.9,-3.0
O=C(NCc1ccc(Cl)cc1)c1ccc(Cl)cc1[N+](=O)[O-],-20.7,0.0,-1.0,104.0,-19.3,-1.0,102.6,-2.0,-5.0,103.2,-1.0
CSc1ccccc1NC(=O)Cn1ccsc1=N,-17.6,0.0,0.0,84.2,-1.7,2.0,94.1,-2.0,1.0,75.8,0.0
S=C(NCc1ccccc1)N1CCCCC1,-40.3,-29.0,0.0,92.7,4.0,0.0,89.4,-2.0,-2.0,89.6,2.0
CCCCNS(=O)(=O)c1ccc2nc(-c3cccnc3)cc(C(=O)NC3CC3)c2c1,-8.4,-4.0,0.0,100.7,6.9,-3.0,101.6,-2.0,-4.0,104.0,-2.0
Cc1ccc(-n2cccc2/C=N/n2cnnc2)cc1Cl,10.9,-10.0,-9.0,100.5,5.7,3.0,105.0,-9.0,-18.0,101.7,-5.0
C=CCOc1ccc(Br)cc1CNCCCN1CCOCC1,33.1,-3.0,3.0,107.7,57.0*,0.0,104.5,0.0,2.0,104.5,-3.0
Cc1nc2cc(N3CCCCC3)c(NC(=O)c3ccncc3)cc2c(=O)n1Cc1ccc(Cl)cc1,57.2*,-1.0,-1.0,103.2,10.6,0.0,100.8,0.0,0.0,98.3,2.0
N#C/C(=C\c1ccc(Cl)cc1)C(=O)Nc1cccnc1,5.7,·,·,99.6,4.2,·,?,·,·,103.3,·
O=C(Nc1nnc(SCc2ccccc2Cl)s1)C1COc2ccccc2O1 (centres undefined),17.1,0.0,0.0,85.8,8.4,-2.0,93.2,-2.0,-4.0,85.4,-2.0
Cc1ccc(NC(=O)CN(C)C(=O)c2ccc(Cl)c([N+](=O)[O-])c2)cc1,-21.1,-7.0,-9.0,99.9,-3.5,-3.0,99.1,-8.0,-3.0,99.0,0.0
Cn1nccc1C(=O)Nc1ccc(Cl)cc1,-2.0,-4.0,1.0,99.4,9.5,0.0,92.1,-1.0,-3.0,95.1,-1.0
CCC(=NCc1ccco1)c1c(C(F)(F)F)[nH]n(-c2nc3ccccc3s2)c1=O,-1.0,-8.0,-8.0,101.9,-9.8,0.0,102.9,-16.0,-9.0,100.9,-2.0
CCOc1c(C(N)=O)c(-c2ccccc2)c2c(=O)[nH]c3ccccc3n12,99.2*,-1.0,0.0,100.1,2.7,-2.0,101.1,-1.0,-4.0,99.1,-7.0
COc1c(Cl)cc(Cl)cc1CNCCNCC(C)O (centres undefined),-18.0,0.0,-2.0,96.4,-1.5,0.0,94.7,0.0,2.0,95.7,-2.0
Cc1nn(C(C)C(=O)NCC2CCCO2)c(=O)c2cc3occc3n12 (centres undefined),-11.5,-2.0,-6.0,96.6,-2.9,0.0,98.3,-3.0,-2.0,100.8,-4.0
O=C(c1ccc(-n2cccn2)cc1)N1CCc2c([nH]c3ccccc23)C1c1ccccn1 (centres undefined),3.6,-4.0,-1.0,93.4,12.9,-2.0,103.5,0.0,-4.0,100.2,-4.0
O=C(Cn1cnc2sc(-c3ccccc3)cc2c1=O)NCCc1ccccc1,24.0,4.0,5.0,102.1,-33.6,11.0,102.6,0.0,14.0,100.7,5.0
O=C(COC(=O)COc1ccccc1)NCc1ccccc1,-21.9,0.0,1.0,104.1,-11.2,0.0,108.8,-5.0,-1.0,107.1,0.0
O=C1CSC(c2ccc(Cl)cc2)N1C1CCCCC1 (centres undefined),-7.7,-3.0,0.0,100.8,-1.8,-4.0,107.7,-1.0,-1.0,102.3,-2.0
Cc1ccnc2c(N3C(=O)C4C5C=CC(C5)C4(C)C3=O)cccc12 (centres undefined),-8.3,-4.0,-9.0,103.8,-5.6,0.0,98.4,-8.0,-2.0,101.0,0.0
Cc1ccccc1C(=O)Nc1nncs1,-7.8,-8.0,-2.0,100.6,1.7,-1.0,97.1,-12.0,-3.0,100.8,2.0
c1ccc2c(c1)CC1(CCCC1)N=C2N1CCOCC1,-22.7,·,·,98.1,-0.4,·,?,·,·,98.7,·
Fc1cccc(CSc2nnc3ccc(-c4ccncc4)nn23)c1,9.0,7.0,3.0,101.8,11.6,2.0,97.4,4.0,2.0,98.2,1.0
Cc1cc(=S)cc(C)n1CCO,-27.7,-9.0,0.0,53.4*,-5.2,-5.0,104.0,1.0,2.0,100.0,-3.0
CC(CNS(=O)(=O)c1ccccc1)(c1ccccc1)N1CCOCC1 (centres undefined),-13.5,-4.0,-3.0,101.4,12.3,-4.0,104.8,-3.0,-8.0,103.8,-9.0
COc1ccccc1/C=C/CN1CC(C)OC(C)C1 (centres undefined),15.5,0.0,-3.0,98.0,-14.8,-1.0,100.8,-1.0,-2.0,100.7,-2.0
COc1cccc2c1OC[C@@H](CO)[C@H]2N(C)C(=O)Nc1ccc(Cl)cc1Cl,-8.8,1.0,1.0,99.3,10.0,-1.0,98.0,-4.0,0.0,101.0,0.0
CN(CC(=O)O/N=C(\N)c1ccc([N+](=O)[O-])cc1)S(=O)(=O)c1ccc2ccccc2c1,-22.9,2.0,5.0,91.9,-4.7,11.0,101.6,1.0,10.0,97.8,0.0
Cc1cc(C(=O)N2CCCC(C(=O)c3ccc4ccccc4c3)C2)n(C)n1 (centres undefined),-3.0,-6.0,-7.0,98.6,9.1,-2.0,103.0,-13.0,-5.0,99.6,-4.0
CC1(N(O)C=C2C=CC(=O)C=C2)CCCCC1=O (centres undefined),-7.8,·,·,98.9,-15.5,·,?,·,·,95.4,·
CN(C(=O)CCc1nnc(CCCCc2ccccc2)o1)C1CCOCC1,-19.4,-1.0,-5.0,102.6,-1.0,-1.0,100.3,-6.0,-1.0,100.4,0.0
COc1cc(CN(C2CCCCC2)S(=O)(=O)c2ccc(S(=O)(=O)N(C)C3CCCCC3)cc2)cc(OC)c1OC,-0.9,-2.0,4.0,91.3,2.3,0.0,94.8,0.0,-4.0,100.6,1.0
CCC(C)N(C(=O)c1csnn1)C(C(=O)NCc1ccc(F)cc1)c1ccco1 (centres undefined),-9.7,-4.0,-5.0,101.6,0.3,2.0,98.7,-12.0,-2.0,100.7,0.0
O=C(O)COc1ccccc1/C=N/NC(=O)c1cccc(S(=O)(=O)N2CCOCC2)c1,-4.2,-2.0,0.0,100.7,24.1,1.0,100.0,-3.0,-1.0,101.5,0.0
Cc1cccc(C(=O)N[C@H](C(=O)Nc2cc(S(=O)(=O)N3CCCCC3)ccc2C)C(C)C)c1,-8.2,2.0,0.0,99.7,9.6,-7.0,100.9,2.0,-4.0,102.7,-13.0
O=C(CSc1ccc2c(c1)OCCO2)NC(=O)NC1CCCC1,-7.3,0.0,1.0,99.9,-6.2,0.0,99.2,0.0,0.0,98.1,1.0

Record cards, as listed above.
S=C(NCc1ccccc1)N1CCCCC1 in the list: Mcl1 Bid PPI: -40.3; Bim-Bcl-B: -29.0; Bim-Bcl-2: 0.0; RGS8-Gao: 92.7; Mcl1 Noxa PPI: 4.0; Bim-Bcl-W: 0.0; RGS7-Gao: 89.4; Bim-Bfl-1: -2.0; Bim-Bcl-XL: -2.0; RGS4-Gao reg: 89.6; Bim-Mcl-1: 2.0
CC1(N(O)C=C2C=CC(=O)C=C2)CCCCC1=O (centres undefined) in the list: Mcl1 Bid PPI: -7.8; Bim-Bcl-B: ·; Bim-Bcl-2: ·; RGS8-Gao: 98.9; Mcl1 Noxa PPI: -15.5; Bim-Bcl-W: ·; RGS7-Gao: ?; Bim-Bfl-1: ·; Bim-Bcl-XL: ·; RGS4-Gao reg: 95.4; Bim-Mcl-1: ·

Assay outcomes deposited in PubChem BioAssay by several laboratories.

Compounds were not picked by outcome; any-hit rate near 2.7%.
